Pf Dd2 growth = inhibitors of Plasmodium falciparum Dd2 growth; Potency, µM (doses to about 28.9 µM), without a hit: top-dose activity, negative = inhibition, usual class: inhibitors; hit rate 4.3% among 120,000; AID 1347417; P. falciparum Dd2 growth, SYBR Green, 72 h; active = well fitted inhibition curve with a large enough effect; inconclusive = small, poorly fitted or top-dose-only effect; inactive = no such curve, though single readings can be large or run the other way;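 also: plate controls were DMSO vehicle for no effect and reference drug for full effect; nearly all actives have a fitted effect of over 65% in size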
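Infected erythrocytes (Dd2, 0.3% parasitemia, 2.5% hematocrit final) are added to compound in RPMI-1640/Albumax II medium, grown 72 h at 37C in low oxygen, then lysed with saponin/Triton-X containing SYBR Green and read by fluorescence.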
An asterisk follows results filed as active; i = inactive; u = inconclusive; [ ] = dose if it differs, or a comment. Potency is read from the fitted curve at half-maximal effect.

SMILES | Pf Dd2 growth
COc1ccc(C(=O)N2CCCC3(CN[S+](=O)([O-])c4ccccc4N3)C2)cc1 (configuration not stated) | -16%
O=C(N1CCOCC1)N1CCN(c2ccc(Cl)nn2)C(=O)C1 | 9%
COc1cccc(CC(=O)N2CCC3(CC2)NC(=O)N(c2cccc(Cl)c2)N3)c1 | u
Fc1ccc2c(c1)nc1n2[C@@H](CN(Cc2ccccn2)Cc2ccccn2)COC1 | u
Cc1noc(C)c1[S+](=O)([O-])N1CC2ON=C(C(=O)O)C2C1 (configuration not stated) | 3%[44.1 µM]
CC(C)CNC(=O)C(NC(=O)c1ccccc1Cl)C1CCN(C(=O)c2cccc(F)c2)CC1 (configuration not stated) | i
CCc1cccc(NC(=O)CN2Cc3ccccc3C2=O)c1 | 6%
COc1ccc(NC(=O)Cn2cc(S(=O)(=O)c3ccccc3)c(=O)c3cc(C)ccc32)cc1Cl | i
CC(=O)CSc1nnc2cc(C)c3cc(C)cc(C)c3n12 | 9%
CCOc1ccc(NC(=O)c2oc3ccccc3c2NC(=O)Cc2ccc(OC)c(OC)c2)cc1 | u
COc1ccccc1NC(=O)CN1CCN(CC(=O)Nc2ccc(F)c(F)c2)CC1 | -22%
O=C1CCN(C(=O)c2cccs2)CCCC(c2nc(-c3ccccc3)no2)CCN1 (configuration not stated) | i
Cc1ccsc1CN1CCOc2ccc(C(=O)NCc3ccccc3F)cc2C1 | i
CCc1ccc(CNC(=O)CN2C(=O)NC3(CCCCC3)C2=O)cc1 | -17%
COc1ccc(C(=O)N2C[C@@H]3C[C@H]2C(=O)Nc2ccccc2O3)cc1 | i
CC(=O)NCC(=O)N1Cc2ccccc2CC2(CCN(C)C2)C1 (configuration not stated) | 6%
COc1ccc(C(=O)N2CCC3(C2)C(=O)N(C)c2ccccc23)cc1 (configuration not stated) | -10%[44.1 µM]
O=C1NC2(CCN(Cc3cccc4ccccc34)C2)Oc2ccccc21 (configuration not stated) | i
COCCC1(NS(=O)(=O)c2cccnc2)CCN(S(C)(=O)=O)CC1 | i
Cc1noc(C)c1CC(=O)N1CCCC(COc2ccccc2C(=O)NC2CC2)C1 (configuration not stated) | -1%
Cc1ccccc1NC(=O)c1c(NC(=O)C(F)(F)F)sc2c1CCCCC2 | 10µM*
O=C(CC1CCOCC1)NCc1ccc(F)cc1 | -15%
COc1ccccc1NC(=O)CC1Sc2ccc(C(F)(F)F)cc2NC1=O (configuration not stated) | 30%[activator]
Cc1cccc(Cn2cc3c(=O)n(CC(=O)Nc4cccc(C)c4C)nc-3c3cc(F)ccc32)c1 | i
COc1ccc(CN2CCCC3(CN[S+](=O)([O-])c4ccccc4N3)C2)cc1 (configuration not stated) | i
O=C(c1n[nH]c2c1CCCCCC2)N1CCc2nc3cc(-c4ccccc4)[nH]n3c(=O)c2C1 | 16%[5.79 µM]
COc1cc(C2c3c(oc4ccccc4c3=O)C(=O)N2c2nncs2)cc(OC)c1OC (configuration not stated) | 19%
CCN1CCN(C(=O)c2ccc3c(c2)N(Cc2ccc(Cl)cc2)C(=O)c2ccccc2S3(=O)=O)CC1 | u
COc1ccc(Nc2cc(C(=O)NCCCN(C)Cc3ccccc3)c3ccccc3n2)cc1 | i
CC(C)(C)CC(=O)Nc1ccc([C@@H](O)[C@H]2COCC(=O)N2Cc2ccccn2)cc1 | -6%[44.1 µM]
O=C(CC[C@@H]1CNC(=O)[C@@H]2C[C@H](NC(=O)c3cccc(F)c3)CN12)NCc1cccnc1 | -9%[44.1 µM]
CCOc1ccccc1CNC(=O)C(CC)n1nc(C)c2c(C)n(-c3ccccc3)nc2c1=O (configuration not stated) | -26%
O=C(CCCc1ccccc1)N1C[C@@H](CO)[C@H](c2ccncc2)C1 | 4%
CNC(=O)[C@@H]1CN(C(=O)C2(c3ccccc3)CC2)C[C@H]1c1n[nH]c(C)n1 | 0%
CC1(C)[C@H](Cc2cc(COc3ccccc3)on2)C[C@@H]1NC(=O)C1CCC1 | 11µM*
O=C(CN1CCCCCC1)N1CCC2(CC1)CN(Cc1ccccc1)CC2CO (configuration not stated) | i
c1c[nH]c(-c2nc3ncccc3[nH]2)c1 | -1%[44.1 µM]
Cc1cc2nc(-c3cccc(NC(=O)COc4ccc(C(C)C)cc4)c3)oc2cc1C | u
Cn1nccc1C(=O)N1CCC(c2noc(C3CC3)n2)C1 (configuration not stated) | i[5.79 µM]
CCN(CC)c1ccc(NC(=O)CSc2nc(-c3cccs3)cc(C(F)(F)F)n2)cc1 | -5%
CCc1cc(C(=O)NC(C)c2ccccc2)no1 (configuration not stated) | i
CCc1nc2c(c(-c3ccc(O)cc3)n1)CCN(Cc1ccsc1)CC2 | u
O=C(Nc1ccc(F)cc1F)C1(CCO)CCN(c2ncccn2)C1 (configuration not stated) | u
CC(C)CC(=O)N[C@H](C)c1c(-c2ccc(F)cc2)noc1C(=O)O | -10%[44.1 µM]
COc1cccc(C2C(C(=O)Nc3ccc(Cl)cc3)=C(C)Nc3nc4ccccc4n32)c1 (configuration not stated) | -22%
O=C(NCc1ccc(F)cc1)N1CC(Oc2ccc(-c3nc(-c4ccccc4)no3)cc2)C1 | 31%[activator][5.79 µM]
O=C1CC(c2nnc(Cc3cccc(Cl)c3)o2)CN1c1ccccc1 (configuration not stated) | -4%
CC/C=C/CN1CCC2(Cc3ccccc3CNC2=O)C1 (configuration not stated) | i
COc1cccc(OC)c1C(=O)N1C(C(=O)NCc2cccc(F)c2)COC12CCCCC2 (configuration not stated) | u
CN(C(=O)c1ccccn1)C1CCc2ccccc21 (configuration not stated) | -21%[44.1 µM]
COc1cc(Nc2ccc3nnc(-c4ccc(C)cn4)n3n2)cc(OC)c1OC | u
O=C(c1ccc2c(c1)OCO2)N1CCC2(C1)C(=O)Nc1ccccc12 (configuration not stated) | -11%
Cc1ccc(N2CC(c3noc(-c4ccccc4Cl)n3)CC2=O)cc1 (configuration not stated) | 69%[activator]
COc1cccc(CNC(=O)c2cc3ccc4cccnc4c3[nH]2)c1 | u
Cc1ccc(NC(=O)CSc2nc3nccnc3c(=O)n2CCc2c[nH]c3ccccc23)cc1 | u
CN1c2cc(C(=O)Nc3cccc(F)c3)ccc2C(=O)N2CCCCC21 (configuration not stated) | -11%
COc1cccc(-c2nc(C3CC(=O)N(c4ccc(C)cc4)C3)no2)c1 (configuration not stated) | -1%
CCc1ccc2oc(C(=O)N(Cc3cccc(Cl)c3)Cc3ccco3)c(C)c2c1 | -17%
CCN1CCN(C(=O)c2coc(COc3ccc4c(c3)OCO4)n2)CC1(C)C | 1%
CC(C)Cc1cc(C(=O)N2CCOC(C(F)(F)F)C2)n[nH]1 (configuration not stated) | 3%
(further entries)
SMILES | Pf Dd2 growth
O=C(Nc1ccc(-c2nc3cc(Cl)ccc3o2)cc1)c1cc2ccccc2o1 | i
O=C(c1ccccn1)N1CCCC1c1nc(C2CCOCC2)no1 (configuration not stated) | 53%[activator]
O=C(c1cccc(Cl)c1)N1CCCC(c2nn(-c3ccccc3)c(=O)[nH]2)C1 (configuration not stated) | i
CC1(COc2ccccc2)COc2ccc(C(=O)Nc3ccc4[nH]ccc4c3)cc2N1 (configuration not stated) | i
O=C(NCc1cccnc1)C(=O)NCC(c1cccnc1)N1CCN(c2ccccc2F)CC1 (configuration not stated) | u
O=C(Cc1ccc(CO)cc1)N1CCN(Cc2cn[nH]n2)CC(O)C1 (configuration not stated) | 2%
COC(=O)CSc1nnc2n(-c3ccccc3)c(=O)c3c4c(sc3n12)COC(C(C)C)C4 (configuration not stated) | 34%[activator]
COc1ccc(CN2C(=O)CO[C@H]3CN(Cc4c[nH]c5ccccc45)C[C@H]32)cc1 | 7.9µM*
COc1cccc(-c2cn3ncsc3n2)c1 | i
COc1cccc(CNC(=O)[C@@H]2C[C@@H](O)CN2C2CCN(C(=O)c3cccc(OC)c3)CC2)c1 | -11%
CCOC(=O)C1CCCN(C(=O)c2cccc(NC(=O)c3nsc4ccccc34)c2)C1 (configuration not stated) | u
O=c1c(=O)n(-c2cccc(Cl)c2)ccn1Cc1cccc(F)c1 | -18%
c1cc(CN2CCOCC2)cc(-c2cnn3ccccc23)c1 | i
CC1(C(=O)NCc2cccnc2)CCCc2cnc(Nc3ccccc3F)nc21 (configuration not stated) | -11%[44.1 µM]
CN(C)c1cccc(C(=O)Nc2ccc(-c3nnc4n3CCCC4)cc2)c1 | -8%
COc1ccc(-c2nc3sc(CCNS(=O)(=O)c4ccccc4)c(C)n3n2)cc1 | 11%
CS(=O)(=O)N[C@@H]1[C@@H](NC(=O)CCC2=NNC(=O)CC2)[C@H]2CCO[C@H]21 | -6%
CCc1cc(N2C[C@H]3CN(C4CCOCC4)C[C@@]3(C(=O)O)C2)nc(C)n1 | 11%
O=C(c1ccccc1)N1CCC(Cc2nc(-c3ccncc3)n[nH]2)CC1 | 1.3µM*
Cc1ccccc1CC(=O)N1[C@@H]2CC[C@H]1CC(NC(=O)c1ccncc1)C2 (some centres not stated) | -23%
Cc1ccc(-n2nc(C)c([C@@H]3C=C[C@@H](NC(=O)c4cccs4)C3)c2C)cc1Cl | 11µM*
CC(=O)N1CCC(NC2(Cc3cc(CN(C)Cc4ccccc4)on3)COC2)CC1 | -13%[44.1 µM]
Cc1ccc(-n2nnc3c(sc4nc(C)c(C)cc43)c2=O)cc1Cl | -14%
CCc1ccc(C2c3c(-c4cc(C)ccc4O)n[nH]c3C(=O)N2Cc2cccnc2)cc1 (configuration not stated) | u
CNC(=O)CCn1ncc2cc(OC3CCc4cccc(-c5ccncc5)c43)ccc21 (configuration not stated) | -10%[44.1 µM]
COc1ccc(C2Cn3cnc(C(=O)N4CCC(C(=O)NC(C)C)CC4)c3CO2)cc1 (configuration not stated) | -19%
COCc1ccc(C(=O)N2CCCC(CCc3cccc(OC)c3)C2)o1 (configuration not stated) | -8%
O=C(Nc1cccc(C(=O)OCc2cc(=O)n3c4c(sc3n2)CCCC4)c1)c1cccc(Cl)c1 | 29%
CCN1CC(C(=O)N2CCC(OCc3ccccn3)CC2)CCC1=O (configuration not stated) | 1%
COc1ccc(CNC[C@H]2Cn3ccnc3CO2)cn1 | -5%[44.1 µM]
Clc1ccc(-c2nc3ncccn3c2Nc2ccc3c(c2)OCCO3)cc1 | i
CC1(C)[C@H](Cc2cc(CO)on2)C[C@@H]1NC(=O)C1CCC1 | 1%[44.1 µM]
COc1ccc(-c2noc([C@@H]3C[C@H](NCc4cccc(C#N)c4)CN3C)n2)cc1 | u
CN1CCC(NC(=O)C2(C)CN(Cc3ccccc3)Cc3ccc(Nc4ccccc4)nc32)CC1 (configuration not stated) | u
O=C1NCc2ccccc2CC12CCCN(Cc1cc(F)ccc1F)C2 (configuration not stated) | u
O=c1c2ccccc2cnn1Cc1nc(C2CCOC2)no1 (configuration not stated) | 8%
CCOC(=O)c1cccc(NC(=O)NC2COc3ccccc3C2)c1 (configuration not stated) | u
COc1cccc([C@@H]2CN(C(=O)c3oc(C)nc3C)C[C@H]2C(=O)O)c1OC | -13%
C#C[C@H]1CN2CC[C@H]1C[C@@H]2CNC(=O)Nc1cccc(SC)c1 | i
Cc1ncsc1C(=O)N1CCCn2nc(C)c(-c3ccccc3-c3ccccc3)c21 | -23%[44.1 µM]
CCOc1ccc(NC(=O)CSc2nnc3scc(-c4ccccc4)n23)cc1 | 13%
CCSc1ncc(Cl)c(C(=O)Nc2cccc(Cl)c2)n1 | 24%
O=C(COc1ccccc1)N1CCC2(CC1)NC(=O)N(c1cccc(F)c1)N2 | i
N#Cc1ccc(C(=O)NCc2ccc3c(c2)CCN3C(=O)c2ccc(F)cc2)cc1 | 5µM*

This is a subset (hit frequency here may not be typical).
